Source: PubChem BioAssay
IMP-1 inhibitor: blocks Pseudomonas aeruginosa IMP-1 metallo-beta-lactamase | inhibition, % at 5.6 µM | purified IMP-1, nitrocefin hydrolysis, epi-absorbance fluorescence | 290,000 compounds, 0.45% hits | AID 1556;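 active = inhibition above the mean plus 3 SD of all compounds in the same screening run, cut at about 4.5% in these data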;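 note: 0% = IMP-1 with DMSO and 100% = DMSO wells lacking enzyme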
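System: Purified IMP-1 | Read-out basis: Percent enzyme inhibition | Controls: IMP-1 with DMSO as 0%, enzyme-free DMSO as 100% | Replicates: One well per compound | Doses: 5.6 µM nominal single concentration | Detection: Epi-absorbance fluorescence, 480 nm excitation, 530 nm emission | Incubation: 25 °C, 15 min preincubation, 25 min reaction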
VIM-2 inh: blocks Pseudomonas aeruginosa VIM-2 metallo-beta-lactamase | inhibition, % at 5.6 µM | purified VIM-2, nitrocefin hydrolysis, epi-absorbance fluorescence | AID 1527 | 290,000 compounds, 0.89% hits;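 active = inhibition above the mean of all tested compounds plus 3 SD, cutoff set per screening run, cut at about 7.5% in these data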;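 note: red hydrolysis product quenches plate fluorescence so inhibitors raise well fluorescence; 0% = enzyme with DMSO and 100% = DMSO without enzyme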
SUMO HTRF inh: SUMOylation inhibition | 290,000 compounds, 0.36% hits | AID 2006 | P63279 | inhibition, % at 35 µM | HTRF SUMOylation assay, SAE1/SAE2 + UBC9, in vitro; in the data active = inhibition above about 50%, passing the limit was not always enough; note: strong numbers were not always called active
NS3 helicase inh: HCV NS3 helicase inhibition; 290,000 compounds, 0.56% hits; AID 1800; inhibition, % at 10.9 µM; NS3 helicase DNA unwinding, Cy5 molecular beacon fluorescence;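 active = inhibition above the mean of all tested compounds plus 3 SD, set per campaign, cut at about 35% in these data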;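 note: 0% = DMSO wells and 100% = thioflavine S control wells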
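System: HCV NS3 helicase fragment; control set: DMSO and thioflavine S; technique: Cy5 fluorescence at 0 and 60 min, beacon hairpin quenching; reagent: beacon DNA duplex substrate plus ATP; replicates: singlicate; schedule: 1 h reaction at 25 °C, ATP-initiated; medium: MOPS buffer pH 6.5 with MgCl2, DTT, Tween20, BSA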
IDE cell inh: inhibits human insulin-degrading enzyme in HEK cells; P14735; FAbetaB cleavage, fluorescence polarization; inhibition, % at 5.59 µM; 320,000 compounds, 0.41% hits; AID 434962;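 active = percent inhibition above the average of all tested compounds plus 3 SD, set per screening campaign, cut at about 16% in these data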;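 note: IDE supplied by intact live HEK cells; FP after avidin binding of uncleaved biotin substrate so inhibition keeps polarization high; 0% = DMSO wells and 100% = 60 µM reference IDE inhibitor Ii1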
Target sequence (P14735 whole entry, looked up): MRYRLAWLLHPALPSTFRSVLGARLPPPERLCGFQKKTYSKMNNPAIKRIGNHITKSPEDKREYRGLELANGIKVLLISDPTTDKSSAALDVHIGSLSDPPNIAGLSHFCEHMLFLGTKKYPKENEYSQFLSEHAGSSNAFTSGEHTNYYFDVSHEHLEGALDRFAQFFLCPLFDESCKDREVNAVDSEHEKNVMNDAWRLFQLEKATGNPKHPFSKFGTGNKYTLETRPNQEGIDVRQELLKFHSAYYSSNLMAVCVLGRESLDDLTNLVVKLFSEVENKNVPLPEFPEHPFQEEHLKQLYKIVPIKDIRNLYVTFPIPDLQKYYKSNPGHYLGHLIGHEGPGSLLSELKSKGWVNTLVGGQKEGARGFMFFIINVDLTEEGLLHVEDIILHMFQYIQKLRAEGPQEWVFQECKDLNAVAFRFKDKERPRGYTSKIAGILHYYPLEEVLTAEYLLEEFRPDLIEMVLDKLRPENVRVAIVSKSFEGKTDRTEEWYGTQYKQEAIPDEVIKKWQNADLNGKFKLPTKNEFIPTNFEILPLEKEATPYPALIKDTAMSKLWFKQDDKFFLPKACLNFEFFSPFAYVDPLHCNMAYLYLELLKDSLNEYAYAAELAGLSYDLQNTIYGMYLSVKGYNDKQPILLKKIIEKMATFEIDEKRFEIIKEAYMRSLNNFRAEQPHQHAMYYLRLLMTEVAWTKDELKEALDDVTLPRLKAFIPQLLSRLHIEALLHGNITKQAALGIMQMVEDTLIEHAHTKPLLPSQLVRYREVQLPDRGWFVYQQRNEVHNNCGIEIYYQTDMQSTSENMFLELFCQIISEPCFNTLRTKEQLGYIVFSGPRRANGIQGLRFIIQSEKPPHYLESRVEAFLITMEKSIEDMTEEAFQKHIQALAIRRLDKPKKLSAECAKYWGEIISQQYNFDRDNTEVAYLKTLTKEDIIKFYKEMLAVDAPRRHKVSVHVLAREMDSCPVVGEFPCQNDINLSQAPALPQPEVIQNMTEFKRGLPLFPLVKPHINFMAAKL
GalR3 antag: antagonists of human GalR3. O60755. HEK293 GalR3-CNG cAMP membrane potential fluorescence; galR3 body fused to GalR1 C-terminus. inhibition, % at 3 µM. 360,000 compounds, 0.44% hits;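 active = inhibition above the screen-wide average plus 3 SD, cut at about 13% in these data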;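 note: forskolin and galanin both at EC90 stimulate the cells; cAMP rise reported by CNG channel membrane potential dye signal; 0% = forskolin plus galanin with DMSO and 100% = forskolin alone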
CRFBP-R2 block: blocks CRF-induced signaling of the CRF-BP/CRF-R2 complex; AID 588475; HEK293 CRF-R2/CRF-BP, CRF-induced calcium fluorescence; inhibition, % at 11.8 µM; 350,000 compounds, 0.59% hits;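 active = inhibition of the ligand-induced calcium signal above about 50% at the single tested concentration, limit read from the data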
IDE act: IDE (human) activation, cell-based. HEK cells, FAbeta-B cleavage, fluorescence polarization; 0% vehicle, 100% cell-free pure enzyme wells. P14735. 340,000 compounds, 0.073% hits. activation, % at 5.96 µM;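 active = activation above the mean of all tested compounds plus 3 SD, set per screening campaign, cut at about 17% in these data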
pCIP destab: lowers stability of the mouse p/CIP coactivator protein; Q05BA5; F442A p/CIP-EGFP cells, EGFP fluorescence, 16 h; decrease of EGFP signal, % at 10 µM; 290,000 compounds, 0.01% hits; AID 1984;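 active = EGFP signal decrease of at least 30% at 10 µM or well 3 SD below plate mean, unless failing retest; inactive = the rest, including hits failing retest or dose response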; note: some compounds called inactive have numbers as strong as hits; many of its hits are not listed in these tables
An asterisk follows results filed as active; . = not tested or not shown. Not a hit list (roughly 3.2% active in at least one column).

SMILES	IMP-1 inhibitor	VIM-2 inh	SUMO HTRF inh	NS3 helicase inh	IDE cell inh	GalR3 antag	CRFBP-R2 block	IDE act	pCIP destab
COc1cccc(N2CCN(c3ccc4nnc(CCC(=O)Nc5cccc(C(C)=O)c5)n4n3)CC2)c1	-2.3	-1.3	3.4	2.0	-1.5	-7.7	5.3	3.6	-6.0
Cc1ccc(/C=C2/C(=O)c3ccc(C(=O)O)cc3C2=O)o1	-0.5	-2.6	19.4	30.1	.	-4.5	3.5	0.8	0.2
COc1ccc(CN2CC(=O)N(c3ccccc3C)C2=S)cc1OC	-2.5	-1.7	4.9	6.3	4.8	4.9	-7.2	2.4	9.3
C/C(=N\NC(=O)C(O)c1ccccc1)c1ccc(Cl)cc1 (stereo not given)	-4.9	-2.1	-10.7	-4.5	6.2	-6.5	-12.8	1.9	-3.5
CCOC(=O)c1cnn(-c2ncnc3c2cnn3C)c1N	0.1	-0.3	8.5	1.4	-4.0	-5.7	-7.0	4.4	-1.4
CC(=O)Nc1ccc(S(=O)(=O)NCC2CCC(C(=O)NCCCN(C)Cc3ccccc3)CC2)cc1 (stereo not given)	-2.9	-6.8	-4.7	8.8	8.1	-9.2	-2.3	3.6	-3.0
CCC(C)c1ccc(NC(=O)Nc2cccnc2)cc1 (stereo not given)	-3.5	-2.1	7.9	-8.0	2.3	-4.9	-6.4	-0.5	-4.0
O=C(CCCCn1c(=O)[nH]c2ccccc2c1=O)NCc1ccc2c(c1)OCO2	-3.5	-0.9	17.2	16.4	-1.6	-2.6	-22.1	-5.0	-17.9
CCN1C(=O)CSC1=Nc1ccc(OC)cc1	-1.9	-0.7	-0.9	-4.3	3.1	-8.5	9.3	2.0	3.4
Cc1ccc(S(=O)(=O)Nc2nc3ccccc3nc2NCc2ccco2)cc1C	-2.1	3.6	15.1	16.7	0.3	-4.9	-1.1	6.9	-12.3
COc1cc(NC(=S)NCCCO)c(OC)cc1Cl	-2.8	-1.4	6.6	4.3	2.9	-6.4	-9.8	1.4	-3.4
CN(C)S(=O)(=O)c1ccc(Cl)c(NC(=O)COC(=O)CCC(=O)c2cccs2)c1	-2.7	-2.3	2.6	33.5	2.4	-1.3	2.6	5.6	-3.8
Cc1c(C(=O)N/N=C/C(C)C)[nH]c2c([N+](=O)[O-])cccc12	-6.1	-3.7	1.3	-6.2	4.2	-1.9	-13.1	0.6	-4.6
CCCNC(=O)N1CCN(S(=O)(=O)c2ccc(C)c(C)c2)CC1	-6.4	-4.9	.	1.9	5.9	-1.1	0.6	-0.5	.
CC(CC(=O)O)CC(=O)NNC(=O)c1cccc(Br)c1 (stereo not given)	-0.4	-0.9	1.9	-12.0	0.5	8.6	-9.2	6.2	7.6
COC(=O)c1c(NC(=O)COC(=O)c2ccccc2O)sc2c1CCCCC2	0.7	-1.7	3.2	4.7	3.0	-4.9	-27.6	-2.4	-5.3
Fc1ccc(CNC(=S)NC2CCCCC2)cc1	-3.0	-4.1	2.1	0.8	1.8	-6.9	11.0	0.1	3.0
O=C(CONS(=O)(=O)c1ccc(Cl)cc1)NCCNc1ncc(C(F)(F)F)cc1Cl	-3.0	-2.6	5.6	4.2	0.0	0.2	-6.1	4.5	4.4
O=C(COC(=O)c1cc2ccccc2cc1O)c1ccccc1	-1.9	-1.1	17.3	12.3	-4.4	-0.6	-2.1	3.2	-14.6
N#Cc1ccccc1OCC(=O)Nc1ccccc1C(=O)NC1CC1	.	.	.	.	3.5	-3.9	-1.3	0.9	.
O=C(Nc1ccccc1)c1ccc(CSc2ccccn2)cc1	-2.6	-0.9	7.4	-9.9	2.9	.	0.6	3.8	-4.9
CCN(CC(=O)Nc1ccc2c(c1)OCCO2)C(=O)/C=C/c1cccc(OC)c1OC	.	.	.	.	-3.5	-0.5	-1.8	2.4	.
COc1ccc2c(c1)oc(=O)c1ccccc12	-0.3	8.3*	15.8	9.3	12.1	-1.3	-16.8	-0.4	12.4
CN(CCCC(=O)NCc1ccc2c(c1)OCO2)S(=O)(=O)c1ccc([N+](=O)[O-])cc1	-1.8	0.0	19.4	-1.3	4.4	-0.9	9.3	1.6	-14.1
CCOC(=O)/C=C/c1ccc2c(c1)S(=O)(=O)N(c1cccc(OC)c1)[C@H]2CC(=O)OCC	.	.	.	.	3.1	-4.2	-7.7	4.9	.
COc1ccc(-c2nc(CS(=O)CC(=O)NCc3ccc(C)cc3)c(C)o2)cc1OC (stereo not given)	-0.8	-1.2	6.2	4.5	0.7	.	10.4	2.1	2.4
Cn1c(NC(=O)c2ccccc2F)c(-c2cccs2)c(=O)c2ccccc21	-2.0	-1.8	0.0	14.8	11.4	0.0	-4.7	6.7	-7.7
Cc1ccc(S(=O)(=O)Nc2nc(C)c(C(=O)NN)s2)cc1	-3.0	-4.0	20.7	10.2	-4.8	-5.7	8.2	6.7	16.1
O=C(COc1ccc(-c2ccccc2)cc1)N1CCN(S(=O)(=O)Cc2ccccc2)CC1	-2.2	-3.2	4.6	-2.8	4.2	-2.5	-30.9	-3.3	-0.8
CCOC(=O)c1csc(NC(=O)CN2CCN(C)CC2)n1	-2.5	-3.7	12.5	9.7	-2.9	-10.7	6.3	4.0	-0.8
CC1CC(C)CN(C/C=C/c2ccccc2[N+](=O)[O-])C1 (stereo not given)	-1.2	0.0	-1.5	1.2	-1.4	-0.2	-7.1	.	-13.7
Cc1ccc2nc(C(F)(F)F)c(C#N)c(N)c2c1	-1.2	1.9	11.4	-4.5	3.0	-6.5	-48.3	2.9	-0.3
COCCN1C(=O)N(c2cccc(C)c2)C(=O)C1CC(=O)Nc1cc(OC)cc(OC)c1 (stereo not given)	-3.3	-0.7	-0.3	-9.1	5.4	-1.0	1.4	3.1	-3.1
COc1cccc(C(=O)OCC(=O)Nc2ccc(N3CCOCC3)cc2)c1	.	.	.	.	-1.2	-3.8	17.1	4.6	.
Cc1ccc(S(=O)(=O)N2CCC(C(=O)N[C@@H](C)C(=O)NC3CCS(=O)(=O)C3)CC2)cc1 (stereo not given in full)	-0.2	-1.4	-10.0	0.3	2.0	-0.1	.	.	-13.3
CCCn1nnc(NC(=O)c2ccc([N+](=O)[O-])cc2Cl)n1	-0.9	-1.0	9.6	1.0	1.6	-4.4	-5.1	3.5	-11.0
Cc1ccc(NC(=O)COc2ncnc3ccccc23)cc1S(=O)(=O)N1CCOCC1	-1.2	-2.4	5.2	2.7	7.5	2.3	13.5	-8.7	-4.0
CN(c1ccccc1)S(=O)(=O)c1cccc(C(=O)Nc2ncn[nH]2)c1	-2.7	-3.4	3.9	-13.8	3.7	4.0	7.5	-3.6	-0.6
O=C(CSc1nnc(-c2ccccc2)n1Cc1ccccc1)NNC(=O)c1ccccc1O	-1.4	-3.1	-36.7	2.9	-1.1	-4.9	10.6	3.9	4.5
Cc1cc2nc(CCN(Cc3cccnc3)C(=S)Nc3ccccc3)[nH]c2cc1C	-1.5	0.8	-3.4	-1.0	0.9	1.2	-41.4	6.2	-15.1
COc1ccc(S(=O)(=O)N2CCCCC2)cc1NC(=S)Nc1ccccc1	-2.6	-0.8	10.7	2.5	-4.8	-8.2	22.9	4.0	0.2
COc1ccc(N=C2C(=Nc3ccc(OC)cc3)N(c3ccc(OC)cc3)C(=S)N2c2ccccc2)cc1	0.4	-3.4	18.7	7.7	1.8	-3.7	15.9	0.5	1.5
COCCNC(=O)COC(=O)c1ccc(S(=O)(=O)N2CCOCC2)cc1	-1.2	0.3	20.2	1.8	2.6	-3.0	-11.2	.	-4.6
CCCOc1cccc(-c2nc3ccccc3c(=O)o2)c1	-1.1	-0.3	28.7	3.7	-4.1	-6.1	4.6	1.9	-0.5
CC(=O)c1cccc(N(C(=O)c2ccco2)C(C(=O)NC2CCCCC2)c2ccc(C)o2)c1 (stereo not given)	-3.2	-3.4	8.0	-4.0	1.0	-8.6	-42.7	1.2	-3.4
Cc1ccc2oc(-c3cc(NC(=O)c4ncn[nH]4)ccc3O)nc2c1	-3.6	-6.0	29.7	5.4	5.2	-3.6	26.3	2.9	-13.4
CCc1ccc(C(=O)COC(=O)c2cnc(C)cn2)cc1	-1.9	0.4	-6.1	3.8	-4.6	-0.6	11.4	1.9	2.2
Cc1cc(C)nc(-n2ncc3c2CC(c2ccc(F)cc2)CC3=O)n1 (stereo not given)	-1.5	-0.4	2.7	-2.7	1.0	-1.8	-4.2	-0.1	-3.7
CCOC(=O)c1[nH]c(C)c(/C(O)=C2\C(=O)C(=O)N(CCCN(CC)CC)C2c2cccnc2)c1C (stereo not given)	-6.0	0.0	.	0.8	3.0	-1.9	4.9	1.9	.
Cc1ccccc1OCCC(=O)Nc1ccccc1C(=O)NC1CC1	.	.	.	.	-0.9	-3.4	-0.7	5.2	.
CSc1ncccc1C(=O)Nc1ccc(OC(F)(F)F)cc1	-0.3	2.2	-5.7	-11.5	-0.3	-2.2	17.4	7.3	-1.3
Cc1ccccc1OC1CCN(C(=O)C2CCC(=O)N(C3CCCC3)C2)CC1 (stereo not given)	-2.2	-2.7	11.5	8.5	6.3	-8.4	3.5	1.5	-22.8
Cc1ccc(S(=O)(=O)N(Cc2ccc(F)cc2)C(=O)N2CCN(C)CC2)cc1	.	.	.	.	-5.3	0.6	-3.5	2.8	.
Cc1ccc(C(=O)NC2=NCCS2)cc1	-2.3	-2.2	-4.8	-8.5	-2.6	-6.3	.	.	-6.1
CC1(C)CC(=O)C(C=NCCN2CCN(CCc3ccccc3)CC2)=C(O)C1	-3.5	-5.8	2.9	-3.6	-3.0	-5.5	3.1	1.7	-7.2
O=C(/C=N/O)NCc1ccncc1	-4.0	-2.2	-15.6	16.8	-2.2	2.8	8.8	-2.0	-0.5
Cn1c2c(c(=O)n(C)c1=O)C(c1cccc(F)c1)C(C#N)=C(N)O2 (stereo not given)	-0.3	-1.0	21.7	-4.2	5.2	-1.1	2.0	0.3	-14.6
CCCCCN=C(N)N/N=C/c1c[nH]c2ccc(OC)cc12	.	.	.	.	-12.2	1.9	-23.5	13.7	.
COc1ccc(OC)c(S(=O)(=O)N2CCC(c3nc4ccccc4[nH]3)CC2)c1	.	.	.	.	-5.6	-5.2	1.5	4.6	.
Clc1ccc(-c2nnc(CCc3ccccc3)o2)c(Cl)c1	-2.4	-2.6	-8.1	-3.1	-20.1	-8.0	-4.1	-4.9	-5.8
Cc1c(C)c2cc3c4c(oc3c(C)c2oc1=O)CCCC4	-3.1	-0.8	-23.2	0.3	-2.3	-6.2	-12.2	-2.5	2.2
